From PubChem BioAssay
BAP1 inh = blocks human BAP1 ubiquitin-AMC hydrolysis; Q92560; hit rate 0.48% among 72,000; recombinant BAP1, Ub-AMC hydrolysis fluorescence kinetic; stronger effect = lower value; AID 436; activity remaining (% of control), % at 20 µM;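 active = activity remaining at or below 50% of control, provided the compound also passes the data quality filters; inactive = the rest, including low values that fail the filters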;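 also: 100% = DMSO wells rate and 0% = substrate alone blank rate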
HePTP inh = human HePTP phosphatase inhibition | hit rate 0.64% among 110,000 | P35236 | inhibition, % at 20 µM | recombinant HePTP phosphatase activity, OD absorbance; in the data active = inhibition above about 50%;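 also: plate controls were vehicle for no effect and reference inhibitor for full effect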
Target sequence (P35236 whole entry, looked up): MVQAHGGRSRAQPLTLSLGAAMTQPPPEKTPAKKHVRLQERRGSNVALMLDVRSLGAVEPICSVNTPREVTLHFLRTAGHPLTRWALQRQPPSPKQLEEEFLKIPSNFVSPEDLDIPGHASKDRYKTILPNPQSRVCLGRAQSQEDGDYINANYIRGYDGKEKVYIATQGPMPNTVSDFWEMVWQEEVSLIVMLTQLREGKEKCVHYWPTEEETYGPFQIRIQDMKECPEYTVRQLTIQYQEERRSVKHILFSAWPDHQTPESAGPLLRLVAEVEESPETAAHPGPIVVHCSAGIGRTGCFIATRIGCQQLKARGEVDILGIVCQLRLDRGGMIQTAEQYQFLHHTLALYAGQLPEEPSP
Starred values were filed as active, the others as inactive; . = not tested or not shown; & = joins results of further samples. Not a hit list; overall some 0.83% were active at least once.

SMILES | BAP1 inh | HePTP inh
COc1ccc(S(=O)(=O)NCCSCc2cccs2)cc1 | 82 | 3
O=C1c2ccccc2-c2ncnc3cccc1c23 | 67 | -3
O=C(O)CC(Cn1cnnn1)c1ccccc1 (centres undefined) | 92 | 2
C=CCN(C(=O)Cn1c(C(=O)OC)cc2oc(C)cc21)c1ccccc1 | 97 | -12
Cc1ccc(-n2c(SCC(=O)NC3CCCCC3)nc3c(c2=O)SCC3)cc1 | 78 | -4
O=C(Nc1ncc(Br)cc1Br)c1cccc2ccccc12 | . | 9
O=C(c1ccc2nc(N3CCCCC3)sc2c1)N1CCN(Cc2ccc3c(c2)OCO3)CC1 | 87 | -4
CCC(C)NS(=O)(=O)c1ccc(OCC(=O)NCc2ccc3c(c2)OCO3)cc1 (centres undefined) | 61 | 4
COc1ccc(C(=O)NCc2cn3cccc(C)c3n2)cc1OC | 100 | -4
CC(=O)N1CCN(c2nc(OC(C(F)(F)F)C(F)(F)F)nc(N(c3ccccc3)c3ccccc3)n2)CC1 | . | -2
O=c1cc(-c2cc(O)c3c(O)c4ccccc4c(O)c3c2O)c(=O)c2c(=O)c3ccccc3c(=O)c1=2 | . | 84*
Cc1ccc(NC(=O)c2ccco2)cc1NC(=O)CSc1nnc(-c2cccs2)n1C | 104 | 7
c1ccc(-c2cc3c(-n4cccc4)ncnc3o2)cc1 | 680 | 8
CC1(C)CC(=O)C(/C=N/c2ncc(C(F)(F)F)cc2Cl)=C(O)C1 | . | -7
O=C(/C=C/N1CCOCC1)c1coc2ccccc12 | 69 | 5

Overlap with the part before: five compounds, then new ones.
SMILES | BAP1 inh | HePTP inh
O=c1cc(-c2cc(O)c3c(O)c4ccccc4c(O)c3c2O)c(=O)c2c(=O)c3ccccc3c(=O)c1=2 | . | 84*
Cc1ccc(NC(=O)c2ccco2)cc1NC(=O)CSc1nnc(-c2cccs2)n1C | 104 | 7
c1ccc(-c2cc3c(-n4cccc4)ncnc3o2)cc1 | 680 | 8
CC1(C)CC(=O)C(/C=N/c2ncc(C(F)(F)F)cc2Cl)=C(O)C1 | . | -7
O=C(/C=C/N1CCOCC1)c1coc2ccccc12 | 69 | 5
Cc1onc(-c2ccccc2)c1C(=O)N1CCN(c2ccc(Cl)cc2)CC1 | . | 104*
CCc1c(C)sc(NC(=O)c2cc(C)on2)c1C#N | 85 | 12
CC(C)COC(=O)Cc1c(O)c2ccccc2[nH]c1=O | 95 | 6
Cn1c(SCC(=O)N2CCOCC2)nnc1-c1cccc(NC(=O)c2ccccc2)c1 | 112 | 5
C[C@]12CC[C@@H]3c4ccc(O)cc4C(=O)C[C@H]3[C@@H]1CC[C@@H]2O | 155 | 5
CCc1nnc(NC(=O)CSc2nnc(Cc3ccc(OC)cc3)o2)s1 | 96 | 3
CC(C)C(NC(=O)CNC(=O)OC(C)(C)C)C(=O)NCc1ccccc1 (centres undefined) | 81 | 3
O=C(CCNc1ccc(-c2ccccc2)cc1)c1cccc([N+](=O)[O-])c1 | . | 9
Cc1csc(NC(=O)C2CCCN(S(=O)(=O)c3cnc[nH]3)C2)n1 (centres undefined) | 94 | 2
CCOc1cccc(-c2cc(C(=O)N3CCN(c4ccccc4OCC)CC3)c3ccccc3n2)c1 | . | 7
CC(C)C12CN3CC(C(C)C)(CN(C1)C3c1cc(Br)ccc1O)C2=O (centres undefined) | . | -1
CCN(CC)S(=O)(=O)c1ccc(C(=O)N2CCN=C2SC)cc1 | 104 | 6
C=CCN(CC=C)CC(O)CN1C(=O)NC(C)(C)C1=O (centres undefined) | . | 0
O=C(Nc1ccccc1Cl)N1CCN(c2ccc3nnc(-c4ccc(F)cc4)n3n2)CC1 | 96 | 8
O=C(O)CCCN1C(=O)C(=O)/C(=C(/O)c2ccccc2)C1c1ccc(F)cc1 (centres undefined) | . | -13
O=C(c1ccccc1)c1coc2ccc(O)cc12 | . | 7
CC(NC(=O)c1cccs1)c1ccc2c(c1)OCO2 (centres undefined) | 81 | -4
CN(C)CCSc1nc2ccccc2[nH]1 | 88 | .
CCC(=O)Nc1cc(C(=O)NCC2CCCN2CC)c(OC)cc1N(C)C (centres undefined) | 84 | -2
OC(C#CC(O)(c1ccccc1)c1ccccc1)c1cccnc1 (centres undefined) | . | 7
O=c1c2ccccc2c(C=Nc2ccc(Cl)cn2)c(O)n1-c1cc(Cl)ccc1N1CCOCC1 | . | -2
COc1ccc(Cl)cc1C(=O)Nc1ccncc1 | . | 2
O=S(=O)(Nc1ccccn1)c1cccc(S(=O)(=O)c2ccc(Br)cc2)c1 | . | -2
N#CC(C#N)=Cc1ccc(-c2cc(Cl)ccc2Cl)o1 | . | -12
COc1ccc(-c2nc(CCNC(=O)c3ccco3)cs2)cc1OC | 85 | 15
CCc1ccc2nc(NC(=O)c3ccc4c(=O)[nH]c(CN5CCOCC5)nc4c3)sc2c1 | 116 | 7
O=C(CSc1nc2ccccc2[nH]1)OCN1C(=O)c2ccccc2C1=O | . | -2
Cc1ccc(S(=O)(=O)Cn2nnnc2C(c2ccc(F)cc2)N2CCCCC2)cc1 (centres undefined) | 63 | 5
CCS(=O)(=O)Nc1c(C(=O)O)[nH]c2ccccc12 | 97 | -8
CC1CCc2c(sc3nc(-c4ccco4)oc(=O)c23)C1 (centres undefined) | 80 | -1

Exported with values under each structure: three of the compounds above
Fields: BAP1 inh	HePTP inh
> N#CC(C#N)=Cc1ccc(-c2cc(Cl)ccc2Cl)o1
  .	-12
> O=C(c1ccccc1)c1coc2ccc(O)cc12
  .	7
> CC1CCc2c(sc3nc(-c4ccco4)oc(=O)c23)C1 (centres undefined)
  80	-1

Next section.
SMILES | BAP1 inh | HePTP inh
O=C(OCC#CCSc1nnc(-c2ccc(Br)cc2)o1)c1ccco1 | 78 | -4
COc1ccc(/C=C2\SC(N3CCC(C)CC3)=NC2=O)cc1OC | . | 5
CC(C)c1ccccc1OCCCCN1CCOCC1 | . | 8
COC(=O)C1=C(N)Oc2cc(C)[nH]c(=O)c2C1c1ccncc1 (centres undefined) | 100 | 10
CCOC(=O)c1ccccc1NC(=O)CC(C)CC(=O)O (centres undefined) | 100 | 6
Cc1c(NC(=O)c2cccc3ccccc23)c(=O)n(-c2ccccc2)n1C | . | 4
Cn1cccc1Cc1nnc(SCC(=O)Nc2ccc3c(c2)OCO3)n1-c1ccc(F)cc1 | 94 | 5
N#C/C(=C\c1ccc(Cl)cc1Cl)C(=O)NCC1CCCO1 (centres undefined) | . | 2
COc1ccc(N(CC(=O)N2CCCCC2)S(=O)(=O)c2ccccc2)c(OC)c1 | 110 | 8
CC(C)c1ccc(-c2nc(N3CCOCC3)[nH]c(=O)c2C#N)cc1 | 63 | 0
CC(C)N(Cc1nc(-c2ccccc2)no1)C(=O)COc1ccccc1 | 94 | 8
COc1ccc(C2=C/C(=C\c3ccc(OC(C)=O)c(OC)c3)C(=O)O2)cc1 | . | 8
COc1ccccc1Nc1ncnc2c1cnn2-c1cccc(C)c1 | 140 | -3
COC(=O)C1=C(CN2CCc3ccccc32)NC(=O)NC1c1cc(C)ccc1C (centres undefined) | 63 | 1
Brc1ccccc1CN1CCN(C2CCN(Cc3ccccc3)CC2)CC1 | . | 9

In another format: entries from further up
Compound	BAP1 inh	HePTP inh
COc1ccc(N(CC(=O)N2CCCCC2)S(=O)(=O)c2ccccc2)c(OC)c1	110	8
COc1ccc(C2=C/C(=C\c3ccc(OC(C)=O)c(OC)c3)C(=O)O2)cc1	.	8
O=C(OCC#CCSc1nnc(-c2ccc(Br)cc2)o1)c1ccco1	78	-4

Next part
SMILES | BAP1 inh | HePTP inh
C=CCn1c(SCC(=O)NCc2ccco2)nc2sc3c(c2c1=O)CCCCC3 | . | 6
CC(NC(=O)c1cccs1)C(c1cccs1)N1CCN(Cc2ccccc2)CC1 (centres undefined) | 154 | 12
COC(=O)C1=C(C)N(C)C(=O)NC1c1cc(Cl)cc(Cl)c1OC (centres undefined) | 99 | 8
CCCCOC(=O)N1CCOCCOCCN(C(=O)OCCCC)CCOCCOCC1 | 101 | 4
CCOc1ccc2nc(SCC(=O)NCC(=O)c3ccccc3)sc2c1 | . | -9
Cn1c(NC(=O)c2cc(-c3ccc(Br)cc3)nc3ccccc23)cc(=O)n(C)c1=O | . | 0
O=C1CN(C(=O)c2ccc(F)cc2)c2ccccc2N1 | . | 8
Oc1ccc(C2CNCc3sccc32)cc1O (centres undefined) | 98 | .
c1ccc(-c2cnnc(SCc3cn4cccnc4n3)n2)cc1 | 175 | 4
c1cncc(CSc2nnc(-c3cccnc3)n2Cc2ccco2)c1 | 116 | -4
Cc1ccc(N2C(=O)CC(N3CCC(O)(c4ccc(Br)cc4)CC3)C2=O)cc1 (centres undefined) | . | -2
CC1=NNC(=O)C1CCC(=O)N/N=C(\C)c1ccc(Br)cc1 (centres undefined) | . | 6
COc1ccc(OC(=O)c2ccc(Br)c(S(=O)(=O)N3CCCCC3)c2)cc1 | . | -14
CCN(CC)c1ccc(/C=N/n2c(C)cc(C)cc2=O)cc1 | 58 | 4
O=C1C(Cl)=C(NCCCN2CCOCC2)C(=O)N1CCc1ccccc1 | 74 | 2

Copied from the entries so far (three entries):
SMILES | BAP1 inh | HePTP inh
Cn1c(NC(=O)c2cc(-c3ccc(Br)cc3)nc3ccccc23)cc(=O)n(C)c1=O | . | 0
O=C1CN(C(=O)c2ccc(F)cc2)c2ccccc2N1 | . | 8
Oc1ccc(C2CNCc3sccc32)cc1O (centres undefined) | 98 | .

Remaining list, next part
SMILES | BAP1 inh | HePTP inh
CCN(C(=O)c1cc2cc(OC)ccc2oc1=O)c1ccccc1 | 78 | 6&-4
CCOc1ccc2c(c1)C(=C1SC(C(=O)OC)=C(C(=O)OC)S1)C(=S)C(C)(C)N2C(=O)C1CC1 | . | 2
Cn1c(C(=O)OC(C(=O)NC2CCCC2)c2cccnc2)cc2sccc21 (centres undefined) | 96 | 11
O=C(NCc1ccc(F)cc1)C(=O)Nc1ccccc1F | . | 8
CCOC(=O)c1c(NC(=O)C2CC2)sc(C(=O)Nc2ccccc2)c1C | . | -9
COc1cccc(-c2nc3sc4c(c3c(=O)[nH]2)CCCC4)c1O | . | 9
COc1ccc(N2CCN(c3ccc(NC(=O)C4CCCCC4)cc3C#N)CC2)cc1 | 174 | 2
COc1ccc(S(=O)(=O)Nc2ccccc2C(=O)NC(C)C)cc1OC | 98 | -13
CCN(C(=O)c1c(-c2c(Cl)cccc2Cl)noc1C)c1ccccc1C | . | 0
Cc1cc(C)n(-c2nc3nonc3nc2-n2nc(C)cc2C)n1 | 97 | -1
Cc1ccc(C(=O)NCc2n[nH]c(=S)n2-c2cccc(C(F)(F)F)c2)cc1C | 56 | .
COc1ccc(Cc2noc(-c3ccccc3C)n2)cc1 | . | 2
COc1cccc(/C=C2/SC(=O)N(CN3CCCCC3)C2=O)c1 | . | -12
Cc1cc(=O)n2nc(N3CCC(C(=O)N4CCN(C)CC4)CC3)sc2n1 | 97 | 4
O=C(O)CSc1nc2ccccc2o1 | 107 | 11
COc1ccc(N(CC(=O)NCc2ccccc2OC)S(=O)(=O)c2c(C)nn(C)c2C)cc1 | 90 | 2
O=c1oc2cc(OCc3c(F)cccc3Cl)ccc2c2ccccc12 | . | -1
COc1ccc(/C=C/C(=O)Nc2ccc(F)cc2)cc1OC | . | 6
CCOC(=O)c1cnc(Nc2nc3ccccc3o2)nc1CSc1nnc(C)s1 | 100 | .
Cc1ccc(N(CC(=O)Nc2ccc3ccccc3c2)S(=O)(=O)c2ccc(F)cc2)cc1 | . | 2
CC12CN3CC(C)(CN(C1)C3c1ccc(Br)cc1O)C2 (centres undefined) | 144 | 3
CC1=NN(C(=O)c2ccccc2)C(C)(O)C1 (centres undefined) | . | 2
CCCCCOc1ccc(N2C(=O)CC(N(O)c3ccccc3)C2=O)cc1 (centres undefined) | . | 3
Cc1cc(C)nc(SCCC(=O)N2CCOCC2)n1 | 93 | -5
CCOC(=O)c1c(NC(=O)CC2Nc3ccccc3NC2=O)sc(C)c1C (centres undefined) | . | 3
Cc1ccccc1NC(=O)C(=O)NCCCOC(C)C | . | -9
CN1C(=O)C(=O)c2cc(Br)ccc21 | 91 | 6
CCOC(=O)C(C)Oc1cccc2c(=O)n(CC(=O)N3CCN(C(=O)OCC)CC3)ccc12 (centres undefined) | 87 | -7
Cc1cc(C(O)(C(F)(F)F)C(F)(F)F)cc(C)c1N | . | 2
CC1=NN(c2ccc(Cl)c(Cl)c2)C(=O)/C1=C/c1ccc2c(c1)OCO2 | . | 9
Cc1cccc(NC(=O)CCCN2C(=O)c3cccc4cccc(c34)C2=O)c1 | . | 8
COc1ccc(NC(=O)c2cnn3c(C(F)(F)F)cc(-c4ccco4)nc23)cc1OC | 84 | 0&-1
CSc1nc(N)nc(SCC(=O)OC(C)C)c1C#N | 121 | -8
Cc1cc(C)nc(N2C(=O)c3ccc(C(=O)O)cc3C2=O)n1 | . | -9
CCOc1cc(C(=S)N2CCOCC2)cc(Br)c1OC(=O)c1ccc([N+](=O)[O-])cc1 | . | 1
Cc1ccccc1NC(=O)c1ccc(C)c(S(=O)(=O)Nc2ccc(C(=O)O)cc2)c1 | 70 | .
COc1ccc(N=c2scc(-c3ccc(S(=O)(=O)N4CCOCC4)cc3)n2CCCO)cc1 | 94 | 14
c1ccc(Nc2nc(-c3cccnc3)cs2)nc1 | 75 | 10
